# RSV antiviral HEp-2: RSV antiviral activity via CPE protection, HEp-2 cells, primary 10 µM value included (AID 2391). HEp-2 cells, RSV-induced CPE inhibition; higher % means a stronger effect. one-dose CPE inhibition, % at 10 µM; IC50 in µM for titrated hits. 310,000 tested, 0.13% active; in the data active = a potency from the dose series; note: strong numbers were not always called active
# * marks the source's active call; other numbers are inactive results.
SMILES,RSV antiviral HEp-2
O=C(COC(=O)c1ccc(S(=O)(=O)N2CCCCC2)cc1)Nc1ccccc1,0.0%
CCN(CC)CCNC(=O)c1ccc(NC(=O)C2CC(=O)N(CCc3ccc(OC)c(OC)c3)C2)cc1 (centres undefined),1.9%
CCc1cccc(NC(=O)CN(C)C2=NS(=O)(=O)c3ccccc32)c1,1.4%
Cc1ccc(CN2CC(=O)N3[C@H]4c5cc(Cl)ccc5OC[C@@H]4[C@H](c4ccccc4)[C@]3(C)C2=O)cc1,1.7%
CCCCn1c(N)c(N(CC(C)C)C(=O)C2CCC2)c(=O)[nH]c1=O,0.6%
Cn1nc(C(=O)NCc2cccc(F)c2)cc1C(=O)NCc1cccc(F)c1,0.4%
COc1ccc(CN(C)c2ccc(S(=O)(=O)N3CCN(C)CC3)cc2[N+](=O)[O-])cc1OC,-0.5%
CC1CN(C(=O)c2cc(S(=O)(=O)N3CCCCC3)ccc2Cl)CC(C)O1 (centres undefined),0.2%
O=C(COc1ccc(Cl)cc1)NNC(=O)c1ccncc1,-0.5%
CC(C)(C)OC(=O)N1CCN(C(=O)c2[nH]cnc2C(=O)Nc2nccs2)CC1,0.4%
COc1ccc(CCNC(=O)CN2C(=O)C(=O)N(C3CCCC3)C2=O)cc1OC,0.9%
NC(=O)C1CCCN(C(=O)c2cccc(S(=O)(=O)N3CCCCCC3)c2)C1 (centres undefined),6.3%
CCc1ccccc1N1CC(C(=O)Nc2cc(S(=O)(=O)N3CCCC3)ccc2Cl)CC1=O (centres undefined),4.3%
O=C(NNC(=O)C1CCN(C(=O)Nc2ccccc2)CC1)c1ccc(F)cc1,0.7%
Cc1ccc(CNC(=O)c2ccc(C)c(S(=O)(=O)N3CCCCC3)c2)cc1,-0.4%
Cc1ccccc1NC(=O)COC(=O)C1=COCCO1,2.0%
COc1ccc(CNC(=O)COC(=O)c2cccc(S(=O)(=O)N3CCOCC3)c2)cc1,-0.7%
COc1cccc(CNC(=O)c2ccc(NC(=O)CC3SC(N4CCCC4)=NC3=O)cc2)c1 (centres undefined),1.3%
O=C(COC(=O)c1ccccc1O)Nc1cccc(S(=O)(=O)N2CCCC2)c1,0.4%
O=C(COC(=O)c1ccc(S(=O)(=O)NCc2ccco2)cc1)NCc1ccc(F)cc1,1.7%
COc1ccc(C)cc1NC(=O)COC(=O)CCC(=O)c1cccs1,0.9%
CCCCN1CC(=O)N2[C@H]3c4cc(C)ccc4OC[C@@H]3[C@H](C(=O)OCC)[C@]2(C)C1=O,-0.5%
CC1(C)CC(=O)C=C(c2cccc(O)c2)C1=O,-0.3%
O=C(OCCCc1cc2ccccc2c(=O)o1)c1ccccc1C(F)(F)F,1.0%
CCC(C)N(C(=O)CSc1nnnn1-c1ccccc1OC)C1CCS(=O)(=O)C1 (centres undefined),1.3%

# Additional structures follow:
SMILES,RSV antiviral HEp-2
COc1ccc(SC[C@H](Cc2ccccc2)N2CC[C@@H](O)CCC2=O)cc1,0.8%
O=C(COc1ccccc1Cc1ccccc1)Nc1cccc(S(=O)(=O)N2CCOCC2)c1,6.0%
COc1ccc([C@H]2CC(=O)C=C(c3c(C)cc(C)cc3C)C2)cc1,-0.3%
O=C(CSc1nc2c(cnn2-c2cccc(Cl)c2)c(=O)[nH]1)NCCC1=CCCCC1,2.7%
CC1CCCN(C(=O)c2ccc3c(c2)OCCO3)C1 (centres undefined),0.6%
CCN(C(=O)COC(=O)Cc1ccc(F)cc1)c1c(N)n(Cc2ccccc2)c(=O)[nH]c1=O,0.4%
N#Cc1ccc(CN2CCN(C(=O)c3ccc(S(=O)(=O)N4CCCCCC4)cc3)CC2)cc1,-0.4%
Cc1ccc(Nc2nc(N)nc(COC(=O)C3=COCCO3)n2)cc1,0.5%
O=C(COC(=O)Cc1ccsc1)Nc1ccc(Br)cc1,-0.5%
CCN(CC)S(=O)(=O)c1ccc2[nH]c(=O)cc(C(=O)N(C)C3CCS(=O)(=O)C3)c2c1 (centres undefined),2.2%
CC(=O)c1ccc(OC(C)C(=O)OCC(=O)NCCc2ccccc2)cc1 (centres undefined),-0.3%
COc1cc(NCc2ccccc2)c2ncn(C(C)C)c2c1,-1.2%
CC1CCC2(CC1)NC(=O)N(CC(=O)N(Cc1ccccc1)C(C)(C)C)C2=O (centres undefined),-1.0%
CC12CCC(=O)N1C(C(=O)Nc1nc3ccccc3s1)CS2 (centres undefined),0.1%
CCOC(=O)c1[nH]c(C)c(C(=O)OCC(=O)NCc2ccc(Cl)cc2)c1C,0.6%
CC(=O)c1ccc(NC(=O)C(C)Sc2nnc3ccccn23)cc1 (centres undefined),1.1%
CN(Cc1ccccc1)C(=O)c1ccc(NC(=O)Cc2cccc(NC(=O)C3CCN(C(=O)C4CC4)CC3)c2)cc1,-0.3%
O=C(NNC(=O)c1ccc(Br)s1)c1cccc(Cl)c1,1.6%
CCCn1c(N)c(C(=O)CSc2nnc3n2CCCCC3)c(=O)n(C)c1=O,1.7%
COc1ccccc1C(=O)NCCC(=O)NCC1COc2ccccc2O1 (centres undefined),-0.1%
COc1cc(N)c(Cl)cc1C(=O)OCC(=O)N1CCCCCC1,-0.1%
C/C(=C\c1cc2ccccc2o1)C1Nc2cccc3cccc(c23)N1,0.2%
Cc1cc(C)c(S(=O)(=O)N2CCN(C(=O)c3cc4ccccc4oc3=O)CC2)c(C)c1,2.6%
CN(CC(=O)NCc1ccccc1)CC(=O)Nc1ccc(Cl)c(C(F)(F)F)c1,4.2%
CC1(C)NC(=O)N(CC(=O)N2CCN(S(=O)(=O)c3ccccc3F)CC2)C1=O,1.7%

# Not a retest: entries from further up.
SMILES,RSV antiviral HEp-2
O=C(COC(=O)c1ccc(S(=O)(=O)N2CCCCC2)cc1)Nc1ccccc1,0.0%
CCN(CC)CCNC(=O)c1ccc(NC(=O)C2CC(=O)N(CCc3ccc(OC)c(OC)c3)C2)cc1 (centres undefined),1.9%

# Additional entries follow.
SMILES,RSV antiviral HEp-2
O=C1CC(N2CCN(S(=O)(=O)c3ccc([N+](=O)[O-])cc3)CC2)C(=O)N1c1ccccc1F (centres undefined),-0.6%
COc1ccc(CN(C)C(=O)[C@H](Cc2ccccc2)NC(=O)c2ccco2)c(OC)c1,0.6%
Cc1ccc(OCCNS(=O)(=O)c2ccc(Cl)cc2)cc1,-0.5%
CN(CC(=O)Nc1ccc(Cl)c(C(F)(F)F)c1)CC(=O)NC1CCCCC1,1.9%
CCOc1ccc(S(=O)(=O)N2CCN(C(=O)C3CSC4(C)CCC(=O)N34)CC2)cc1 (centres undefined),0.5%
O=C(NCCC(=O)N1CCN(S(=O)(=O)c2ccc(F)cc2)CC1)Nc1ccccc1,0.2%
O=S(=O)(Nc1cccc(S(=O)(=O)N2CCCC2)c1)c1ccc(Cl)s1,1.3%
O=C(NNC(=O)C1CCCC1)c1cc([N+](=O)[O-])cc([N+](=O)[O-])c1,-0.7%
Cc1cc(C(=O)NNC(=O)c2ccccc2O)c(C)o1,2.8%
CCCC(C)NC(=O)c1cc(S(=O)(=O)N2CCCCCC2)ccc1OC (centres undefined),-0.4%
CCOc1ccccc1NC(=O)COC(=O)Cc1ccsc1,0.4%
CSc1ccccc1NC(=O)CN1CCN(S(=O)(=O)c2ccccc2[N+](=O)[O-])CC1,5.3%
COc1ccc(CN2C(=O)c3ccccc3C2=O)cc1C(=O)N(C)CC(=O)Nc1c(C)cccc1C,0.2%
O=C(CN1CCN(c2ccc(O)cc2)CC1)N(C1CC1)C1CCS(=O)(=O)C1 (centres undefined),0.8%
COc1cc(C(=O)OCC(=O)c2ccccc2)cc2c1OCCO2,1.7%
CCn1nc(C(=O)NNC(=O)c2ccccc2)c2ccccc2c1=O,0.2%
COc1ccccc1CC(=O)Nc1cc(S(=O)(=O)N2CCOCC2)ccc1N1CCOCC1,0.2%
COc1ccc(S(=O)(=O)N2CCCCC2)cc1NC(=O)C1CC(=O)N(Cc2ccccc2)C1 (centres undefined),0.7%
COc1ccc(C(=O)Nc2ccc(NC(C)=O)cc2)cc1S(=O)(=O)N1CCCCC1C (centres undefined),0.4%
Cc1ccc(C)c(OCCC(=O)OCC(=O)NNC(=O)c2ccccc2)c1,1.8%
CCN(C(=O)COC(=O)CCC(=O)c1ccccc1)c1c(N)n(Cc2ccccc2)c(=O)[nH]c1=O,0.8%
CCOC(=O)c1[nH]cnc1C(=O)N[C@@H](C)c1ccccc1,0.8%
Cc1cccc(C(=O)NNC(=O)c2n[nH]c(=O)c3ccccc23)c1C,-0.4%
NC(=O)NC(=O)C(c1ccccc1)N1CCN(S(=O)(=O)c2ccc(Br)s2)CC1 (centres undefined),0.9%
O=C(NCC1CCCO1)c1cc2c(s1)CCCC2 (centres undefined),-0.8%

# (cont.)
SMILES,RSV antiviral HEp-2
CSCCC(NC(=O)c1ccccc1)C(=O)N1CCCCCCC1 (centres undefined),0.7%
CCOc1ccc(S(=O)(=O)N(CC)CC(=O)NC2CCS(=O)(=O)C2)cc1 (centres undefined),0.3%
O=C(CSc1nnnn1C1CC1)Nc1cccc(S(=O)(=O)N2CCCC2)c1,1.9%
COc1ccc([C@H]2CC(=O)C=C(c3cccc(OCc4ccccc4)c3)C2)cc1,1.0%
CCNC(=O)NC(=O)CSc1ccc(S(=O)(=O)N(C)C2CCCCC2)cn1,0.9%
CC(C)Cn1nc(C(=O)Nc2cccc(C(=O)NC3CC3)c2)c2ccccc2c1=O,0.4%
Cc1ccc(C)c(OCCC(=O)N2CCN(S(=O)(=O)c3ccc([N+](=O)[O-])cc3)CC2)c1,0.5%
CCOC(=O)c1c(NC(=O)COC(=O)c2ccc(NC(=O)CC#N)cc2)sc(C(=O)NC)c1C,1.5%
CCCCCOc1ccc(/C=N/NC(=O)c2nnn(-c3nonc3N)c2CN2CCCCCC2)cc1,2.7%
Cc1c(C(=O)NCC2CCCO2)oc2ccccc12 (centres undefined),0.3%
Cc1noc(C)c1CSCC(=O)N(C)CC(=O)Nc1ccccc1C(F)(F)F,0.2%
Cc1cc(C)c(S(=O)(=O)NCCSCc2ccco2)c(C)c1,1.5%
O=C(CCNS(=O)(=O)c1cccc(C(F)(F)F)c1)NC1CC1,0.9%
Cc1ccc(C(=O)OCC(=O)NC(=O)NCc2ccccc2)cc1C,1.4%
CCN(CC(=O)NCc1cccs1)C(=O)c1ccc(S(=O)(=O)Nc2ccccc2Cl)cc1,0.2%
CC(Oc1ccc(Br)cc1)C(=O)NCC1(N2CCCCC2)CCCCC1 (centres undefined),0.7%
N#CCC(=O)Nc1ccc(C(=O)Nc2ccc3c(c2)OCO3)cc1,0.8%
Cc1c(C(=O)O)sc(S(=O)(=O)N2CCN(C(=O)Cc3ccccc3Cl)CC2)c1C(=O)O,0.4%
Nc1nc(SCC(=O)Nc2ncc(Cl)cc2Cl)n[nH]1,2.0%
COc1cc(C(=O)OCC(=O)N2CCC(C)CC2)cc2c1OCCO2,1.4%
CC(C(=O)OCC(=O)N1CCN(c2ccccc2)CC1)N1C(=O)c2ccccc2C1=O (centres undefined),-0.3%

# Of the compounds above, these contain an aryl thioether with sulfur outside any ring.
SMILES,RSV antiviral HEp-2
CCC(C)N(C(=O)CSc1nnnn1-c1ccccc1OC)C1CCS(=O)(=O)C1 (centres undefined),1.3%
COc1ccc(SC[C@H](Cc2ccccc2)N2CC[C@@H](O)CCC2=O)cc1,0.8%
O=C(CSc1nc2c(cnn2-c2cccc(Cl)c2)c(=O)[nH]1)NCCC1=CCCCC1,2.7%
CC(=O)c1ccc(NC(=O)C(C)Sc2nnc3ccccn23)cc1 (centres undefined),1.1%
CCCn1c(N)c(C(=O)CSc2nnc3n2CCCCC3)c(=O)n(C)c1=O,1.7%
CSc1ccccc1NC(=O)CN1CCN(S(=O)(=O)c2ccccc2[N+](=O)[O-])CC1,5.3%
O=C(CSc1nnnn1C1CC1)Nc1cccc(S(=O)(=O)N2CCCC2)c1,1.9%
CCNC(=O)NC(=O)CSc1ccc(S(=O)(=O)N(C)C2CCCCC2)cn1,0.9%
Nc1nc(SCC(=O)Nc2ncc(Cl)cc2Cl)n[nH]1,2.0%

# An excerpt. The share of hits here may be higher or lower than overall.
